EZH2 inh: EZH2/PRC2 methyltransferase inhibitors, primary screen, biochemical, DELFIA time-resolved fluorescence, single point | Histone-lysine N-methyltransferase EZH2 (Homo sapiens), Q15910 | PRC2 H3K27 methylation, DELFIA TRF, 1 h | inhibition, % at 12.5 µM | 57,000 compounds, 0.35% hits | AID 651548, 2012;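 active means mean inhibition of replicates at least 50% and every single replicate also reaching 50%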;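 further: dimethyl H3K27 on biotinylated H3 21-44 peptide detected by antibody; plate controls were median neutral control wells for no effect and median positive control wells for full effect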
IDH1 R132H inh: inhibitors of IDH1 R132H reductase, primary screen, biochemical, plate reader, single point; Isocitrate dehydrogenase [NADP] cytoplasmic (Homo sapiens), O75874; diaphorase/resazurin fluorescence, 60 min; inhibition, % at 10 µM; 70,000 compounds, 0.18% hits; AID 624101, 2012; in the data active means inhibition above about 34%;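 further: 0% = DMSO and 100% = no enzyme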
Target sequence (O75874 whole entry R132H): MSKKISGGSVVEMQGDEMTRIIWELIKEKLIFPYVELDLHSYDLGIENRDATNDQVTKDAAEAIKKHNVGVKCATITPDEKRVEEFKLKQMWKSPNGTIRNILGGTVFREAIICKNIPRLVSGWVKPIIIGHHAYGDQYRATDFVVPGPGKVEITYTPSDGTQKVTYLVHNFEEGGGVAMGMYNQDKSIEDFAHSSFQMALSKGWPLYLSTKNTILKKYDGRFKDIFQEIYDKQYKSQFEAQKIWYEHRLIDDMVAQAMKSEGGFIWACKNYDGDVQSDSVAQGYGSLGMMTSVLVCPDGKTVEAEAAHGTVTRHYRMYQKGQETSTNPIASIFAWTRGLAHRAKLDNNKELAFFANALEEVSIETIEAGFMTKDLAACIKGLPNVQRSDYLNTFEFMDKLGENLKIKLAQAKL
* = called active by the depositor; nt = not tested or not shown. Only part of the results is shown (hit frequency here may not be typical).

The line under a structure holds: IDH1 R132H inh | EZH2 inh
> O=C(C[C@@H]1C[C@H]2c3cc(NC(=O)c4cccnc4)ccc3O[C@H]2[C@H](CO)O1)NCc1cc(F)ccc1F
    -0.5 | -1.5
> COCC#Cc1cnc2c(c1)C(=O)N([C@@H](C)CO)C[C@H](C)[C@H](CN(C)C(=O)C1CC1)O2
    nt | 1.3
> C[C@@H]1CN([C@H](C)CO)C(=O)c2cc(NS(C)(=O)=O)ccc2O[C@H]1CN(C)S(=O)(=O)c1ccc(Cl)cc1
    -0.2 | nt
> Cn1c(SCC(=O)Nc2ccc(Cl)cc2)nnc1-c1ccc(Cl)c(Cl)c1
    0.3 | 11.1
> CC(C)(C)NC[C@@H](O)COc1nsnc1N1CCOCC1
    0.3 | -16.5
> C[C@H](CO)N1C[C@H](C)[C@@H](CN(C)Cc2ccc3c(c2)OCO3)Oc2ccc(NC(=O)Cn3cnnn3)cc2CC1=O
    0.2 | nt
> COc1ccc(C)cc1NC(=O)CN(c1ccc(F)c(Cl)c1)S(C)(=O)=O
    -0.1 | 3.8
> O=C(O)CCCCCCC(=O)N/N=C/c1cn(S(=O)(=O)c2ccccc2)c2ccccc12
    nt | -2.1
> O=C(CC1(O)C(=O)N(Cc2ccccc2)c2ccc(Cl)cc21)c1ccc2c(c1)OCCO2 (stereo not drawn)
    -0.4 | 13.9
> C=CCN1CCc2cc(O)c(O)cc2C(c2ccccc2)C1 (stereo not drawn)
    -4.9 | nt
> O=C(NCc1cccnc1)C1COc2ccccc2O1 (stereo not drawn)
    0.3 | nt
> COc1ccc(NC(=O)COc2ccccc2CO)cc1
    -0.4 | -5.8
> CCCN1C[C@H](C)[C@H](OC)CN(C)C(=O)c2ccc(NC(=O)c3ccccc3F)cc2OC[C@H]1C
    -0.1 | -6.7
> CN(C(=O)CSc1nnc(-c2ccc(Cl)cc2)n1-c1ccccc1)c1ccccc1
    -0.2 | 4.6
> C[C@H]1CN([C@@H](C)CO)S(=O)(=O)c2ccc(-c3cccc(F)c3)cc2O[C@H]1CN(C)S(=O)(=O)c1ccc(F)cc1
    nt | 9.6
> CC(=O)N(C)C[C@H]1Oc2ncc(C#Cc3ccccc3)cc2C(=O)N([C@@H](C)CO)C[C@H]1C
    -2.1 | -1.2
> C[C@@H]1CN([C@H](C)CO)C(=O)CCCn2nncc2CO[C@H]1CN(C)C
    2.4 | nt
> Cc1sc2ncnc(NCCCN3CCOCC3)c2c1-c1ccccc1
    0.9 | 6.2
> C[C@H](CO)N1C[C@H](C)[C@H](CN(C)C(=O)Nc2ccc(F)cc2)Oc2c(NS(=O)(=O)c3ccccc3)cccc2C1=O
    nt | -21.2
> C[C@@H]1CN([C@@H](C)CO)S(=O)(=O)c2ccc(-c3ccc(F)cc3)cc2O[C@@H]1CN(C)S(C)(=O)=O
    0.0 | -1.4
> CC(C)OC(=O)N(C)C[C@H]1OCc2ccccc2-c2c(n(C)c3ccccc23)C(=O)N([C@@H](C)CO)C[C@H]1C
    1.4 | -9.7
> CCC(=O)N1C[C@@H](C)[C@H](OC)CN(C)C(=O)c2ccc(NC(=O)COC)cc2OC[C@H]1C
    0.2 | -3.4
> CC(C)[C@@H]1CC[C@@H](C)C[C@@H]1P(=O)(c1ccccc1)c1ccccc1
    -1.6 | nt
> C=CCOC(=O)C1=C[C@H](c2ccc(Br)cc2)C[C@H](OCc2ccc(CO)cc2)O1
    nt | 24.4
> C[C@@H]1CN([C@H](C)CO)C(=O)c2cc(C#CC3CC3)cnc2O[C@@H]1CN(C)C(=O)Nc1ccccc1
    -4.6 | 1.5
> CCCN(C)C[C@H]1Oc2ncc(C#CC3(O)CCCC3)cc2C(=O)N([C@H](C)CO)C[C@H]1C
    2.8 | -13.3
> C[C@H](CO)N1C[C@H](C)[C@H](CN(C)CC2CCCCC2)Oc2ccc(NC(=O)Nc3ccccc3)cc2CC1=O
    -0.3 | nt
> c1ccc(OCc2nc3ccccc3n2Cc2ccccn2)cc1
    -0.4 | 9.5
> C[C@@H]1CCCCO[C@H](CN(C)C(=O)c2ccncc2)[C@H](C)CN([C@@H](C)CO)C(=O)c2cc(NS(=O)(=O)c3cn(C)cn3)ccc2O1
    13.2 | nt
> C[C@@H]1CN([C@H](C)CO)C(=O)c2cc(NS(=O)(=O)c3cccs3)ccc2O[C@H]1CN(C)C(=O)Nc1ccc(C(F)(F)F)cc1
    0.1 | nt
> Nc1nnc(SCC(=O)Nc2ccccc2Br)s1
    -0.2 | -16.5
> Cc1noc(C)c1S(=O)(=O)N(C)C[C@@H]1Oc2c(NC(=O)C3CCCCC3)cccc2C(=O)N([C@H](C)CO)C[C@@H]1C
    -0.4 | nt
> COc1ccccc1S(=O)(=O)N[C@@H]1C=C[C@H](CC(=O)NCc2cc(F)cc(F)c2)O[C@H]1CO
    0.3 | -12.1
> C[C@H]1CN([C@@H](C)CO)C(=O)c2cc(Br)cnc2O[C@H]1CN(C)Cc1ccncc1
    0.1 | -7.7
> O=C(C[C@H]1C=C[C@H](NC(=O)C2CCC2)[C@@H](CO)O1)NCCCN1CCOCC1
    0.1 | 5.1
> O=C(C[C@@H]1C[C@H]2c3cc(NC(=O)C4CCOCC4)ccc3O[C@H]2[C@@H](CO)O1)NCc1cccnc1
    -0.2 | 1.6
> C[C@@H]1CN([C@H](C)CO)C(=O)c2cc(NC(=O)Cc3ccccc3)ccc2O[C@@H](C)CCCCO[C@H]1CN(C)C(=O)Cc1ccccc1
    -15.3 | nt
> O=C(CSc1ncccc1C(=O)O)Nc1ccc(Oc2ccccc2)cc1
    0.1 | nt
> COC(=O)C(CC#Cc1ccc2c(c1)[C@]1(C(=O)N2)[C@H](C(N)=O)[C@H]2C(=O)O[C@H](c3ccccc3)[C@H](c3ccccc3)N2[C@@H]1c1ccc(OCCO)cc1)C(=O)OC
    nt | -23.8
> C[C@@H]1CN([C@H](C)CO)C(=O)Cc2cc(NC(=O)Nc3ccc(F)cc3)ccc2O[C@H]1CN(C)S(=O)(=O)c1ccc(F)cc1
    0.7 | nt

Profiles, looked up by structure. Order of screens: IDH1 R132H inh, EZH2 inh
Entry for `COC(=O)C(CC#Cc1ccc2c(c1)[C@]1(C(=O)N2)[C@H](C(N)=O)[C@H]2C(=O)O[C@H](c3ccccc3)[C@H](c3ccccc3)N2[C@@H]1c1ccc(OCCO)cc1)C(=O)OC` : nt, -23.8
Entry for `C[C@H]1CN([C@@H](C)CO)C(=O)c2cc(Br)cnc2O[C@H]1CN(C)Cc1ccncc1` : 0.1, -7.7
Entry for `Cc1noc(C)c1S(=O)(=O)N(C)C[C@@H]1Oc2c(NC(=O)C3CCCCC3)cccc2C(=O)N([C@H](C)CO)C[C@@H]1C` : -0.4, nt
Entry for `COc1ccccc1S(=O)(=O)N[C@@H]1C=C[C@H](CC(=O)NCc2cc(F)cc(F)c2)O[C@H]1CO` : 0.3, -12.1
Entry for `O=C(CSc1ncccc1C(=O)O)Nc1ccc(Oc2ccccc2)cc1` : 0.1, nt

Next section.
The line under a structure holds: IDH1 R132H inh | EZH2 inh
> C[C@H](NC(=O)C[C@@H]1C=C[C@@H](NC(=O)Cc2ccccn2)[C@@H](CO)O1)c1ccccc1
    0.3 | 7.7
> CO[C@@H](CN(C)S(=O)(=O)c1ccc(F)cc1)[C@H](C)CN(Cc1ccccc1Cl)[C@@H](C)CO
    -0.9 | 8.7
> COc1ccc(CN(C)C[C@H]2OCCCC[C@H](C)Oc3ccc(NC(=O)NC4CCCCC4)cc3C(=O)N([C@H](C)CO)C[C@H]2C)cc1
    -0.2 | nt
> CNC[C@@H]1OCCCC[C@@H](C)Oc2ccc(N)cc2C(=O)N([C@H](C)CO)C[C@H]1C
    1.8 | 2.9
> C[C@H](CO)N1C[C@H](C)[C@@H](CN(C)C(=O)CN(C)C)Oc2ncc(C#CC(C)(C)O)cc2C1=O
    0.0 | 4.1
> CCCN(C)C[C@@H]1OCCCC[C@H](C)Oc2ccc(NC(=O)CCCN(C)C)cc2C(=O)N([C@@H](C)CO)C[C@@H]1C
    1.4 | -7.7
> COc1ccc(S(=O)(=O)Nc2ccc3c(c2)C(=O)N([C@H](C)CO)C[C@@H](C)[C@H](CN(C)C)OCCCC[C@H](C)O3)cc1
    nt | -5.8
> CO[C@H]1CN(C)C(=O)c2ccc(NS(C)(=O)=O)cc2OC[C@H](C)N(C(=O)C2CCC2)C[C@@H]1C
    0.3 | -5.8
> C[C@@H]1CN([C@@H](C)CO)C(=O)c2cc(NC(=O)Nc3ccc(F)cc3)ccc2O[C@H]1CN(C)S(=O)(=O)c1ccc(Cl)cc1
    -0.4 | -10.3
> C[C@H](NC(=O)C[C@H]1C=C[C@H](NC(=O)c2cccnc2)[C@H](CO)O1)c1ccccc1
    0.1 | 5.4

Taken from above:
c1ccc(OCc2nc3ccccc3n2Cc2ccccn2)cc1 @ EZH2 inh = 9.5
C[C@@H]1CN([C@H](C)CO)C(=O)c2cc(C#CC3CC3)cnc2O[C@@H]1CN(C)C(=O)Nc1ccccc1 @ EZH2 inh = 1.5

Additional compounds:
The line under a structure holds: IDH1 R132H inh | EZH2 inh
> C[C@@H]1CN([C@@H](C)CO)C(=O)Cc2cc(NS(=O)(=O)c3ccc(Cl)cc3)ccc2O[C@H]1CN(C)S(C)(=O)=O
    0.0 | nt
> CC(C)C#Cc1ccc2c(c1)O[C@H](CN(C)C(=O)c1ccccc1)[C@@H](C)CN([C@@H](C)CO)S2(=O)=O
    -0.7 | -31.7
> C[C@H]1CN([C@@H](C)CO)C(=O)Cc2cc(NC(=O)Nc3ccccc3)ccc2O[C@@H]1CN(C)C
    -2.2 | 9.5
> C[C@@H]1CCCCO[C@H](CN(C)C(=O)c2ccncc2)[C@@H](C)CN([C@@H](C)CO)C(=O)c2cc(NS(C)(=O)=O)ccc2O1
    -1.7 | nt
> C[C@H]1CN([C@@H](C)CO)C(=O)c2cccc(N(C)C)c2O[C@@H]1CN(C)Cc1ccccc1
    -6.5 | -4.7
> C[C@H]1CN([C@@H](C)CO)C(=O)c2cc(N(C)C)ccc2O[C@@H]1CN(C)Cc1ccc(-c2ccccc2)cc1
    1.1 | 11.6
> C[C@@H]1CN([C@H](C)CO)C(=O)c2cccc(NC(=O)Nc3ccccc3)c2O[C@H]1CN(C)C(=O)Nc1ccc2c(c1)OCO2
    -2.1 | nt
> C[C@@H]1CN([C@H](C)CO)C(=O)c2cc(NC(=O)c3ccncc3)ccc2O[C@@H]1CN(C)CC1CCCCC1
    -0.7 | 6.3
> O=C(CCCCC(=O)N/N=C/c1ccc(-n2ccnc2)cc1)NO
    nt | 1.4
> C[C@H](CO)N1C[C@H](C)[C@H](CN(C)S(C)(=O)=O)Oc2c(NC(=O)C3CC3)cccc2C1=O
    nt | 1.4
> c1ccc(CC(Cc2nc3ccccc3[nH]2)c2nc3ccccc3[nH]2)cc1 (stereo not drawn)
    -0.3 | 9.4
> C[C@H]1CN([C@@H](C)CO)C(=O)Cc2cc(NC(=O)C3CCCCC3)ccc2O[C@@H]1CN(C)C(=O)Nc1ccc2c(c1)OCO2
    0.3 | nt
> COCC#Cc1ccc2c(c1)O[C@@H](CN(C)Cc1cncnc1)[C@H](C)CN([C@@H](C)CO)S2(=O)=O
    -0.3 | -22.6
> O=C(CSc1nnc(-c2ccccc2O)n1-c1ccccc1)Nc1cccc(C(=O)O)c1
    -0.1 | 7.9
> CC(=O)N[C@@H]1C=C[C@H](CC(=O)NCC2CCCCC2)O[C@H]1CO
    -0.3 | 6.9
> CCCNC(=O)Nc1ccc2c(c1)C(=O)N(C)C[C@@H](OC)[C@@H](C)CN(C(=O)C1CCCCC1)[C@H](C)CO2
    0.5 | 8.0
> COc1ccc(S(=O)(=O)Nc2ccc(Br)c3cccnc23)c([N+](=O)[O-])c1
    -0.3 | 31.3
> C[C@H]1CN([C@@H](C)CO)C(=O)c2cc(C#CC(C)(C)O)cnc2O[C@H]1CN(C)Cc1cncnc1
    6.2 | -2.2
> C[C@H](CO)N1C[C@H](C)[C@H](CN(C)Cc2ccc(O)cc2)OCc2cn(nn2)CCCC1=O
    2.8 | 9.0
> C[C@@H]1CN([C@@H](C)CO)C(=O)c2cc(C#CCN(C)C)cnc2O[C@H]1CN(C)C(=O)c1cccc(F)c1
    -0.1 | nt
> Cc1noc(C)c1NC(=O)Nc1cccc2c1O[C@@H](CN(C)Cc1ccccc1)[C@H](C)CN([C@@H](C)CO)C2=O
    -0.2 | 0.6
> CC(=O)N(C)c1ccc(OCC(O)Cn2c3ccc(Cl)cc3c3cc(Cl)ccc32)cc1 (stereo not drawn)
    1.2 | 4.2
> CCC(=O)N(C)C[C@H]1Oc2cc(-c3cccc(OC)c3)ccc2S(=O)(=O)N([C@H](C)CO)C[C@H]1C
    -0.4 | nt
> COc1ccccc1NC(=O)c1c(NC(=O)c2ccco2)sc(C)c1C
    0.5 | nt
> C[C@H](CO)N1C[C@H](C)[C@H](CN(C)Cc2ccccc2)Oc2ccc(NC(=O)C3CCCCC3)cc2CC1=O
    nt | 1.6
> CC(C)C#Cc1ccc2c(c1)O[C@@H](CN(C)C(=O)Cc1ccccn1)[C@H](C)CN([C@H](C)CO)S2(=O)=O
    nt | 4.2
> CCn1c(CSc2nc3ccccc3[nH]2)n[nH]c1=S
    1.6 | 1.4
> C[C@H](CO)N1C[C@H](C)[C@@H](CN(C)Cc2ccncc2)Oc2ncc(Br)cc2C1=O
    1.6 | -5.8
> Cc1ccc(N(CC(N)=O)S(=O)(=O)c2ccc(F)cc2)cc1
    0.1 | nt
> C[C@@H]1CN([C@H](C)CO)C(=O)c2cccc(NS(C)(=O)=O)c2O[C@@H]1CN(C)CC1CC1
    0.5 | -4.1
> C[C@H](CO)N1C[C@H](C)[C@@H](CN(C)S(C)(=O)=O)Oc2ccc(NC(=O)CCC(F)(F)F)cc2C1=O
    1.1 | 2.2
> C[C@@H]1CN([C@H](C)CO)C(=O)c2cc(-c3ccc(C#N)cc3)cnc2O[C@H]1CN(C)Cc1ccncc1
    1.9 | 2.0
> CCC(=O)N(C)C[C@@H]1Oc2cc(-c3ccccc3OC)ccc2S(=O)(=O)N([C@H](C)CO)C[C@H]1C
    -0.1 | nt
